AmpC detergent – inhibitors of E. coli AmpC beta-lactamase with detergent; P00811; AmpC hydrolysis of nitrocefin, absorbance 480 nm, 0.01% Triton; Potency, µM (top dose mostly 114 µM), for inactives: at the highest dose activity change, negative = inhibition, actives largely listed as inhibitors; 370,000 compounds, 0.041% hits; AID 485294;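 also: potency is read from the fitted curve at half-maximal effect; 0% = no-compound wells and -100% = no-enzyme wells; nearly all actives have a fitted effect of over 25% in size; some results filed as inactive show a strong effect at the top dose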
Target sequence (P00811 whole entry, looked up): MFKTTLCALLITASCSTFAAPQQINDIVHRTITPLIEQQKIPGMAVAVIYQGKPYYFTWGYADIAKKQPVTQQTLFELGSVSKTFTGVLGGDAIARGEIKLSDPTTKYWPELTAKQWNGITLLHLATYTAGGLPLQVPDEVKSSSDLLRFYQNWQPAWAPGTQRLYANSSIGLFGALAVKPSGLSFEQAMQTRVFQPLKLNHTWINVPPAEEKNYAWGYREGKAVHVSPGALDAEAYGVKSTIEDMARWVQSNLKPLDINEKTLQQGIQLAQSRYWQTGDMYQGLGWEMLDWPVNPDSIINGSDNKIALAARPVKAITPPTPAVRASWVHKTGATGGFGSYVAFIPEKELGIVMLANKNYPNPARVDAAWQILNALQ
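20 mM phosphate pH 7.0 + 0.01% (detergent screen) or 0.0001% Triton X-100; 5.3 nM AmpC reagent; cpd preinc 15 min RT; nitrocefin (800 uM stock) to start; A480 q20 s × 4 min; Activity was normalised to no-enzyme and no-compound control wells.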
TbPYK inhibitor – inhibitors of Trypanosoma brucei pyruvate kinase | Potency, µM (top dose mostly 76.8 µM), without a hit: at the top dose activity, negative = inhibition, usual class: inhibitors | 410,000 compounds, 0.12% hits | Q57TT1 | TbPYK enzyme, Kinase-Glo Plus ATP luminescence, 45 min | AID 624173; also: potency is read from the fitted curve at half-maximal effect; nearly all actives have a fitted effect of over 50% in size
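T. brucei PYK with substrate was exposed to pin-transferred compounds across a concentration series, then started with 130 uM ADP (final). After 45 min at room temperature, Kinase-Glo Plus luminescence was read, normalized and curve-fitted.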
AmpC inh no detg – blocks E. coli AmpC beta-lactamase in detergent-free assay; P00811; AmpC nitrocefin hydrolysis, absorbance 480 nm, 0.0001% Triton; 330,000 compounds, 0.52% hits; Potency, µM (top dose mostly 57.1 µM), without a hit: top-dose activity change, negative = inhibition, most hits filed as inhibitors;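 also: potency is read from the fitted curve at half-maximal effect; plate controls were no compound for no effect and no enzyme for full effect; nearly all actives have a fitted effect of over 20% in size; some results filed as inactive show a strong effect at the top dose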
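AmpC (5.3 nM in the dispensed reagent) in 20 mM phosphate pH 7.0 with 0.01% (detergent screen) or 0.0001% Triton X-100 was preincubated with compounds for 15 min at room temperature. Nitrocefin was then added from an 800 uM solution, and hydrolysis was followed at 480 nm.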
HCV inhibitor – inhibitors of hepatitis C virus infection; Huh7.5.1 HCVcc-Cre infection, luciferase reporter, 44 h; Potency, µM (titrated, usually from 41.8 µM), without a hit: top-dose activity change, negative = inhibition, usual class: inhibitors; 340,000 compounds, 3.4% hits; also: potency is read from the fitted curve at half-maximal effect
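Antiviral activity was scored by luciferase reporter output from cells infected with HCVcc-Cre (~0.5 moi) in presence of compound, 44 h infection period, cells seeded 1,000/well 4 h prior.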
HCMV inh – inhibitors of human cytomegalovirus; HFF cells, HCMV-luciferase reporter, 72 h; stronger effect = lower value; activity change, negative = inhibition, % at 57.5 µM; 410,000 compounds, 4.5% hits; AID 1259415; in the data active = activity change below about -60%; inconclusive = no clear call, values can overlap the other calls; inactive = above about -39%
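Luciferase read-out from HCMV-luciferase-infected HFFs (MOI 1 PFU/cell) 72 h post infection at 37C; compounds added after 16 h cell attachment; activity normalized between buffer-only basal and Salinomycin (10uM) inhibitor controls.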
AMA1 RON2 block – inhibitors of Plasmodium falciparum AMA1-RON2 interaction; Potency, µM (series often up to 58.2 µM), for the others: at the top dose activity change, negative = inhibition, most hits filed as inhibitors; 360,000 compounds, 0.2% hits; AlphaScreen AMA1-biotinylated RON2 peptide binding;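 also: potency is read from the fitted curve at half-maximal effect; 0% = vehicle wells and -100% = peptide control; nearly all actives have a fitted effect of over 45% in size; some results filed as inactive show a strong effect at the top dose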
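AMA1 (3D7) with his tag at 25 nM final met compounds first, then biotinylated RON2 peptide at 25 nM; detection used donor plus acceptor beads, 10 µg/mL apiece, read by AlphaScreen after 30 min at room temperature.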
LmPK inhibitor – inhibitors of Leishmania mexicana pyruvate kinase; Q27686; purified LmPK, Kinase-Glo ATP luminescence, 1 h; Potency, µM (titrated, usually from 57.5 µM), for the others: at the highest dose activity change, negative = inhibition, usual class: inhibitors; 290,000 compounds, 0.37% hits; AID 1721; also: potency is read from the fitted curve at half-maximal effect
Target sequence (Q27686 whole entry, looked up): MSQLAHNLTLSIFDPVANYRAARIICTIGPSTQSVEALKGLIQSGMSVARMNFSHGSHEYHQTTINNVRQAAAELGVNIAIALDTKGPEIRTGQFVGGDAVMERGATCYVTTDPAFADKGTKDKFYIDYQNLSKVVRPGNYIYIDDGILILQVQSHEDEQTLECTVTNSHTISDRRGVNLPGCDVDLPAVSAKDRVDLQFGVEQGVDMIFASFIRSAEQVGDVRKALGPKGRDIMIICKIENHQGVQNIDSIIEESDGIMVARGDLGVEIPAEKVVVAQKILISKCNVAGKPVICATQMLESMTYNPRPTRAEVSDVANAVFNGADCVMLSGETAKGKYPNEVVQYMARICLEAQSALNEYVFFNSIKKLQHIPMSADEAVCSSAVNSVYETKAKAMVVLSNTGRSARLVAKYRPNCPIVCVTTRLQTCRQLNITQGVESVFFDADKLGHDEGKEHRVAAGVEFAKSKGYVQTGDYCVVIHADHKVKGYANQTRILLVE
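In 50 mM imidazole pH 7.2 with 7 mM MgCl2, LmPK (0.1 nM) turned over PEP (0.5 mM) and ADP (0.1 mM) for 1 h at room temperature. Luciferase read-out of ATP.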
Starred values were filed as active, the others as inactive; & = joins results of further samples; [ ] = another dose, or the depositor's remark. Unless noted, calls follow the shape of the dose curve; as a rule, active = well fitted curve in the direction sought with a large enough effect; inconclusive = small, poorly fitted or top-dose-only effect, or another doubt; inactive = no such curve, though single readings can be large; an effect the other way counts as inactive or inconclusive. Unless noted, % is scaled to controls: 0 for no effect and ±100 for the full control effect.

The first two entries as a preview:
Cn1cccc1C(C#N)c1ncc(C(F)(F)F)cc1Cl (configuration not stated) was read as AmpC detergent -5%, TbPYK inhibitor 3%, AmpC inh no detg -30%, HCV inhibitor 2%, HCMV inh 6, AMA1 RON2 block 11% and LmPK inhibitor -4%.
`CC1(C(=O)Nc2ccc3ccccc3c2)CCC(=O)N1CCCn1ccnc1` (configuration not stated) gave TbPYK inhibitor 6%, HCMV inh -1 and AMA1 RON2 block 2%.

Main list, from the first entry:
Cn1cccc1C(C#N)c1ncc(C(F)(F)F)cc1Cl (configuration not stated) was read as AmpC detergent -5%, TbPYK inhibitor 3%, AmpC inh no detg -30%, HCV inhibitor 2%, HCMV inh 6, AMA1 RON2 block 11% and LmPK inhibitor -4%.
`CC1(C(=O)Nc2ccc3ccccc3c2)CCC(=O)N1CCCn1ccnc1` (configuration not stated) gave TbPYK inhibitor 6%, HCMV inh -1 and AMA1 RON2 block 2%.
For O=C(Nc1ccc(N2CCOCC2)nc1N1CCOCC1)c1cccc(C(F)(F)F)c1 the results were AmpC detergent -11%, TbPYK inhibitor -8%, AmpC inh no detg 58%, HCV inhibitor inconclusive, HCMV inh 1, AMA1 RON2 block -6% and LmPK inhibitor 6%.
`COc1cccc(CC(=O)OCC(=O)NC2CCCC2)c1` gave AmpC detergent 3%, TbPYK inhibitor -2%, AmpC inh no detg 11%, HCV inhibitor 10%, HCMV inh -4 and AMA1 RON2 block -10%.
`Cc1coc2cc3oc(=O)c4c(c3cc12)CCC4` gave AmpC detergent -1%, AmpC inh no detg -23%, HCV inhibitor 20% and LmPK inhibitor -7%.
`CN(CC(=O)Nc1ccc(F)c(F)c1F)C(=O)c1ccc(-n2cncn2)c([N+](=O)[O-])c1` gave AmpC detergent 3%, TbPYK inhibitor 2%, AmpC inh no detg -6%, HCV inhibitor -6%, HCMV inh -8 and AMA1 RON2 block 5%.
For Cc1ccc(CNC(=O)c2cc(NS(=O)(=O)c3ccc(C)cc3)ccn2)cc1 the results were AmpC detergent 2%, TbPYK inhibitor 3% and HCMV inh -7.
`Cc1cc(=O)n2[nH]c(N)c(N=Nc3ccccc3F)c2n1` gave AmpC detergent -12%, TbPYK inhibitor 1%, AmpC inh no detg -20%, HCV inhibitor inconclusive, HCMV inh -2, AMA1 RON2 block 3%[2.32 µM] and LmPK inhibitor -5%.
`Cc1nnc(SCC(=O)NC2(C#N)CCCCC2)n1N` gave TbPYK inhibitor 9%, HCMV inh 1 and AMA1 RON2 block 101%[activator].
For Cc1ccc2nc(CCl)[n+]([O-])c(-c3ccccc3)c2c1 the results were AmpC detergent -2%, TbPYK inhibitor inconclusive, AmpC inh no detg -19%, HCV inhibitor inconclusive, HCMV inh 17, AMA1 RON2 block -17% and LmPK inhibitor 1%.
For CC1Cc2ccccc2N1C(=O)CCn1c(=O)sc2ccccc21 (configuration not stated) the results were AmpC detergent 4%, TbPYK inhibitor 2%, AmpC inh no detg -26%, HCV inhibitor -18%, HCMV inh 28, AMA1 RON2 block 6% and LmPK inhibitor 6%.
`CC1CCCN(C(=O)CCNS(=O)(=O)c2ccc3c(c2)oc(=O)n3C)C1` (configuration not stated) gave AmpC detergent 1%, TbPYK inhibitor -17%, AmpC inh no detg 0%, HCV inhibitor 16%, HCMV inh -10, AMA1 RON2 block -9% and LmPK inhibitor -3%.
For O=C(NCCCN1CCN(c2ccccc2F)CC1)C1CCCN(S(=O)(=O)c2cnc[nH]2)C1 (configuration not stated) the results were AmpC detergent -3%, TbPYK inhibitor 0%, AmpC inh no detg 13%, HCV inhibitor 2%, HCMV inh 21, AMA1 RON2 block -1% and LmPK inhibitor 4%.
Screening c1ccc(-c2cc(-c3ccccc3)on2)cc1 returned AmpC detergent -6%, TbPYK inhibitor inconclusive, AmpC inh no detg -18%, HCV inhibitor -3%, HCMV inh 48, AMA1 RON2 block 21% and LmPK inhibitor -20%.
For CN(C)C(=O)CSc1nc2ccccc2n1Cc1ccccc1 the results were AmpC detergent -2%, TbPYK inhibitor -7%, AmpC inh no detg 46%, HCV inhibitor -5%, HCMV inh -39, AMA1 RON2 block -15% and LmPK inhibitor 1%.
`CC(C)CC(=O)N1CCN(S(=O)(=O)c2ccc(Cl)cc2)CC1` gave AmpC detergent 8%, TbPYK inhibitor 0%, AmpC inh no detg 20%, HCV inhibitor -4%, HCMV inh -9, AMA1 RON2 block 15% and LmPK inhibitor 2%.
Screening COC(=O)c1ccc(Cn2nnc3c(=O)[nH]c(C4CCCN(S(=O)(=O)c5cccc(Cl)c5)C4)nc32)cc1 (configuration not stated) returned AmpC detergent -2%&16%, TbPYK inhibitor -7%&-7%, AmpC inh no detg -22%, HCV inhibitor 12%, HCMV inh 55&-10, AMA1 RON2 block 6% and LmPK inhibitor -2%.
`CC(C)Cn1c(/C=C/c2ccc(F)cc2)nc2ccccc21` gave AmpC detergent -2%, TbPYK inhibitor -4% and HCMV inh 29.
`CCN(CC)C(=O)CN1C(=O)NC2(CCc3ccccc3C2)C1=O` (configuration not stated) gave AmpC detergent -1%, TbPYK inhibitor -1%, AmpC inh no detg -35%, HCV inhibitor 2%, HCMV inh -7, AMA1 RON2 block -2% and LmPK inhibitor 4%.
Screening CCOC(=O)C(NC(=O)c1ccccc1)=C(C)C returned AmpC detergent -9%, TbPYK inhibitor 0%, AmpC inh no detg -6%, HCV inhibitor 1%, HCMV inh 20, AMA1 RON2 block 2% and LmPK inhibitor 2%.
CCCn1c2ccc(C)cc2c2nnc(SCCN3CCOCC3)nc21 was read as AmpC detergent 0%, TbPYK inhibitor -8%, AmpC inh no detg 134%[activator], HCV inhibitor inconclusive, HCMV inh 21, AMA1 RON2 block 18% and LmPK inhibitor 3%.
For CCOC(=O)c1ccc(NC(=O)NNS(=O)(=O)c2cc(OC)ccc2OC)cc1 the results were AmpC detergent 6%, TbPYK inhibitor 5%, AmpC inh no detg -4%, HCV inhibitor -3%, HCMV inh 63, AMA1 RON2 block 20% and LmPK inhibitor 3%.
For O=C1C(c2ccccc2)SC(=Nc2ccccc2)N1S(=O)(=O)c1ccccc1 (configuration not stated) the results were AmpC detergent -8%, TbPYK inhibitor -24%, AmpC inh no detg -26%, HCV inhibitor 10%, HCMV inh 60, AMA1 RON2 block -2% and LmPK inhibitor 0%.
Screening O=c1cc(CN2CCN(S(=O)(=O)c3ccccc3)CC2)nc2sccn12 returned AmpC detergent 5%, TbPYK inhibitor -5%, AmpC inh no detg -11%, HCV inhibitor 10%, HCMV inh -5, AMA1 RON2 block 6% and LmPK inhibitor 0%.
`COC(=O)c1c(NC(=O)CC2SC(N)=NC2=O)sc(C)c1C` (configuration not stated) gave AmpC detergent -5%, TbPYK inhibitor 0%, AmpC inh no detg -5%, HCV inhibitor -4%, HCMV inh -11, AMA1 RON2 block -7% and LmPK inhibitor 3%.
`CCOc1ccc(-c2n[nH]c(C)c2-c2ccccc2OC)c(O)c1` gave AmpC detergent 2%, TbPYK inhibitor 4%, AmpC inh no detg -16%, HCV inhibitor inconclusive, HCMV inh -22, AMA1 RON2 block -30% and LmPK inhibitor 6%.
For Cc1ccc(C)c(S(=O)(=O)N2CCN(C(=O)c3cc(S(=O)(=O)NCc4ccccc4)ccc3C)CC2)c1 the results were AmpC detergent 4%, TbPYK inhibitor 2%, AmpC inh no detg 8%, HCV inhibitor inconclusive, HCMV inh 1, AMA1 RON2 block -4% and LmPK inhibitor -5%.
Screening Cc1noc2ncnc(N3CCCC3)c12 returned AmpC detergent 1%, TbPYK inhibitor -3%, AmpC inh no detg -8%, HCV inhibitor -14%, HCMV inh -11, AMA1 RON2 block 1% and LmPK inhibitor 4%.
`Cc1ccc(C(=O)Nc2ccc(S(=O)(=O)NC3=NCCCCC3)cc2)cc1S(=O)(=O)N1CCOCC1` gave AmpC detergent 1%, TbPYK inhibitor 1%, AmpC inh no detg -16%, HCV inhibitor -4%, HCMV inh 4 and AMA1 RON2 block 8%.
For CCOC(=O)C1=CC[C@@H](c2ccccc2)N(S(=O)(=O)c2ccc(C)cc2)[C@H]1C=C(C)C the results were TbPYK inhibitor 4%, HCMV inh inconclusive and AMA1 RON2 block 4%.
Screening O=C(Nc1ccc2c(c1)OCO2)c1ccccn1 returned AmpC detergent 4%, TbPYK inhibitor -25%, AmpC inh no detg -7%, HCV inhibitor -7%, HCMV inh 58 and AMA1 RON2 block 20%.
`CCOc1ccccc1Nc1nc(N)nc(Cl)c1CC` gave TbPYK inhibitor 0%, HCV inhibitor -25%, HCMV inh 6 and AMA1 RON2 block -5%.
COc1ccc(C(=O)N2CCOCC2)cc1S(=O)(=O)N1CCC(C)CC1 was read as AmpC detergent inconclusive, TbPYK inhibitor 0%, AmpC inh no detg 8%, HCV inhibitor -2%, HCMV inh 18, AMA1 RON2 block -2% and LmPK inhibitor 1%.
CCN(c1ccccc1)S(=O)(=O)c1nnc(NC(=O)COc2ccc(OC)cc2)s1 was read as AmpC detergent 5%, TbPYK inhibitor 2% and HCMV inh 23.
Screening CCC(=O)c1ccc(OCC(=O)Nc2ccccc2N2CCOCC2)cc1 returned AmpC detergent -5%, TbPYK inhibitor 1%, AmpC inh no detg 16%, HCV inhibitor -19%, HCMV inh 32 and AMA1 RON2 block 2%.
CC1(C)Cc2ccccc2C(NNC(=O)c2ccccn2)=N1 was read as AmpC detergent -1%, TbPYK inhibitor -9%, AmpC inh no detg -7%, HCV inhibitor inconclusive, HCMV inh inconclusive, AMA1 RON2 block inconclusive and LmPK inhibitor 2%.
Screening CCCCCCCCCCOC(=O)CCN1CC1 returned TbPYK inhibitor -1%, HCV inhibitor 11% and AMA1 RON2 block 40%[activator].
For Cc1ccc(NC(=O)NC2OC(=O)c3ccccc32)cc1 (configuration not stated) the results were TbPYK inhibitor 1%, HCV inhibitor 8%, HCMV inh -2 and AMA1 RON2 block -8%.
`COc1cc2c(cc1NC(=O)c1ccccc1C)n(C)c(=O)n2C` gave AmpC detergent 13%, TbPYK inhibitor -5% and HCMV inh 8.
`COc1ccc(-n2cnc3c(sc4nc(N5CCOCC5)c5c(c43)CCCC5)c2=O)cc1` gave AmpC detergent -7%, TbPYK inhibitor -3%, AmpC inh no detg -9%, HCV inhibitor -12%, HCMV inh 58, AMA1 RON2 block 3% and LmPK inhibitor -3%[11.5 µM].

This is a random part of the collection; 7.5% or so of the library scored in one or more.
